Bioassay records: PubChem, National Center for Advancing Translational Sciences (NCATS)
KinaseGlo FLuc: counter-screen: inhibitors of Kinase-Glo firefly luciferase | Q27757 | Kinase-Glo luciferase, ATP luminescence, 8 min | Potency, µM (highest dose often 38.3 µM), inactives show top-dose activity change, negative = inhibition, actives largely listed as inhibitors | hit rate 0.28% among 200,000 | AID 1379; further: on the % scale 0 is the no-effect control and ±100 the full control effect; nearly all actives have a fitted effect of over 60% in size
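Light output from Kinase-Glo luciferase with luciferin and 10 uM ATP in 50 mM imidazole pH 7.2, KCl, MgCl2, Tween 20, BSA; compound pin-delivered, 8-min ambient incubation, then luminescence read.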
Lamin A splicing: LMNA splicing modulation | HeLa LMNA splicing GFP/RFP minigene ratio, 48 h | Potency, µM (highest dose often 46.1 µM), for inactives: top-dose ratio change, negative = inhibition, usual class: inhibitors | hit rate 0.01% among 200,000; active means well fitted inhibition curve with a large enough effect in the signal ratio, with a control signal flat, not every such curve was filed as active; inconclusive means small, poorly fitted or top-dose-only effect, or effect the other way, or a change in a side signal; the % refers to the signal ratio; further: on the % scale 0 is the no-effect control and ±100 the full control effect
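Read-out is the ratio of GFP to DsRed2 object intensity, acquired by 488 nm laser-scanning cytometry on HeLa lamin A-EGFP minigene reporter cells. Compound incubation 48 hrs at 37 °C in Opti-MEM with 2% FBS; DMSO 0.5% final.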
Epigenetic derep: regulators of epigenetic silencing causing reporter derepression in mouse cells. murine LDR cells, GFP reporter derepression, 30 h. Potency, µM (top dose mostly 53.9 µM), for inactives: at the highest dose GFP activation, hits mostly activators. hit rate 0.2% among 280,000. AID 1865; further: % of control where 0% means no effect; nearly all actives have a fitted effect of over 60% in size
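Reporter derepression read as number of fluorescent GFP-positive objects, 20-120 um in size, counted by laser-scanning cytometer. Mouse LDR line with an epigenetically silenced CMV-GFP locus; compound incubation 30 h, 37 C.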
IMPase Li cell: membrane-permeable IMPase blocker, potentiated with lithium; CHO-M1 cells, IP1 TR-FRET (IP-One), carbachol + lithium; Potency, µM (series often up to 59.4 µM), without a hit: top-dose activity, negative = IMPase inhibition, most hits filed as inhibitors; hit rate 0.35% among 210,000; AID 1457;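 further: IP1 builds up when IMPase is blocked and the TR-FRET signal falls; plate controls were basal vehicle for no effect and high inhibitor control for full effect; nearly all actives have a fitted effect of over 50% in size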
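Concentration–response in CHO-M1 cells, lithium-potentiated; 30 min at 37C. IP1 detected by competitive TR-FRET after 10 min lysis at RT. Hill-fitted AC50.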
* marks the source's active call; other numbers are inactive results; ? = inconclusive; nt = not tested or not shown; [ ] = another dose, or the depositor's remark. Unless noted, the call rests on the fitted dose curve; in most records, active means well fitted curve in the direction sought with a large enough effect; inconclusive means small, poorly fitted or top-dose-only effect, or another doubt; inactive means no such curve, though single readings can be large; an effect the other way counts as inactive or inconclusive. Potency means the concentration at half of the fitted maximal effect. A portion of the library. The share of hits here may be higher or lower than overall.

SMILES	KinaseGlo FLuc	Lamin A splicing	Epigenetic derep	IMPase Li cell
O=C1OC(c2ccc(O)c(-c3ccccc3)c2)(c2ccc(O)c(-c3ccccc3)c2)c2c(Cl)c(Cl)c(Cl)c(Cl)c21	-0.5%[7.66 µM]	nt	nt	2.8%
N#Cc1ccc(OC(=O)c2ccc(N=C(N)N)cc2)cc1	-6.2%[7.66 µM]	nt	nt	-9.3%
CC1=NN(C(=O)c2ccncc2)C(=O)[C@@H]1N=Nc1ccc2ccccc2c1	-7.8%[7.66 µM]	nt	nt	-2.5%
COc1cccc2c1[C@H](CO)N1[C@H](C#N)[C@@H]3C[C@H](C(=O)O)[C@@H]([C@@H]1C2)N3C	-2.4%[7.66 µM]	nt	nt	-6.8%
NC(N)=NNC(=O)C(=O)O	-4.8%[7.66 µM]	nt	nt	-3.6%
Cc1ccc(C)c(NC(=O)NCc2ccc(Cl)cc2)c1	-0.2%[7.66 µM]	nt	nt	6.7%
CCn1c2ccccc2c2nnc(NCCCO)nc21	-2.3%[7.66 µM]	nt	nt	4.9%
CC1=CC(=O)CC(C)(C)[C@]1(O)/C=C\C(C)=C\C(=O)O	-0.5%[7.66 µM]	nt	nt	9.8%
Oc1ccccc1C(Sc1nc2ccccc2s1)Sc1nc2ccccc2s1	-3.9%[7.66 µM]	nt	nt	-6.5%
CN(C)CCCn1c2ccccc2c2cnccc21	-3.3%[7.66 µM]	nt	nt	3.0%
CCN(CC)CCNC(=O)c1ccc(Cc2nc3ccccc3[nH]2)cc1	0.0%	nt	7.1%	nt
CCN(c1cccc(C)c1)S(=O)(=O)c1ccc(O)c(C(=O)O)c1	0.9%	nt	1.0%	nt
C=CCn1c(C)nc2c(c1=O)c1nc3ccccc3nc1n2-c1ccc(C)cc1	-1.3%	nt	-0.2%	nt
O=C(O)c1ccccc1NS(=O)(=O)c1ccc(Cl)c(Cl)c1	-1.6%	nt	0.3%	nt
O=C(NCCCCN1CCCC1)c1ccc(-n2c(=O)c(=O)[nH]c3ccccc32)cc1	-1.0%	nt	-4.5%	nt
CN(C)CCCNC(=O)c1ccc(Cc2nc3ccccc3[nH]2)cc1	-0.8%	nt	-1.9%	nt
O=C(O)c1cc(NS(=O)(=O)c2ccc3ccccc3c2)ccc1O	-4.2%	nt	-1.5%	nt
CC1(C)CC(=O)C(C=NCC2CCN(C(=O)Nc3ccccc3)CC2)=C(O)C1	-1.3%	nt	-0.3%	nt
O=C(c1ccc(Cc2nc3ccccc3[nH]2)cc1)N1CCCCC1	-2.9%	nt	-3.0%	nt
Cc1cc(C)c(C)c(S(=O)(=O)NCCC(=O)O)c1C	0.0%	nt	-3.1%	nt
CC(C)N(CCNC(=O)c1ccc(Cc2nc3ccccc3[nH]2)cc1)C(C)C	-1.8%	nt	8.1%	nt
CCn1c(=O)c2c3c(sc2n2c(SCc4ccc(F)cc4)nnc12)CCCC3	0.5%	nt	1.8%	nt
C=C(C)CSC1=C(C#N)C(c2ccccc2)CC(=O)N1 (stereo unspecified)	0.9%	nt	3.0%	nt
CCCCNC(=O)c1ccc(Cc2nc3ccccc3[nH]2)cc1	0.7%	nt	-1.9%	nt
Cc1ccc(C)c(NS(=O)(=O)c2cc(C(=O)O)ccc2Cl)c1	-0.8%	nt	-1.5%	nt

Brought forward from above: 7 entries, then new ones.
SMILES	KinaseGlo FLuc	Lamin A splicing	Epigenetic derep	IMPase Li cell
O=C(c1ccc(Cc2nc3ccccc3[nH]2)cc1)N1CCCCC1	-2.9%	nt	-3.0%	nt
Cc1cc(C)c(C)c(S(=O)(=O)NCCC(=O)O)c1C	0.0%	nt	-3.1%	nt
CC(C)N(CCNC(=O)c1ccc(Cc2nc3ccccc3[nH]2)cc1)C(C)C	-1.8%	nt	8.1%	nt
CCn1c(=O)c2c3c(sc2n2c(SCc4ccc(F)cc4)nnc12)CCCC3	0.5%	nt	1.8%	nt
C=C(C)CSC1=C(C#N)C(c2ccccc2)CC(=O)N1 (stereo unspecified)	0.9%	nt	3.0%	nt
CCCCNC(=O)c1ccc(Cc2nc3ccccc3[nH]2)cc1	0.7%	nt	-1.9%	nt
Cc1ccc(C)c(NS(=O)(=O)c2cc(C(=O)O)ccc2Cl)c1	-0.8%	nt	-1.5%	nt
CCN(CC)CCCNC(=O)c1ccc(Cc2nc3ccccc3[nH]2)cc1	-0.7%	nt	-0.2%	nt
Cc1cc(S(=O)(=O)Nc2ccccc2C(=O)O)ccc1F	-2.3%	nt	-1.7%	nt
O=C(NCCCCN1CCCC1)c1ccc(Cc2nc3ccccc3[nH]2)cc1	0.6%	nt	-3.6%	nt
CCc1ccc(NS(=O)(=O)c2ccc(Cl)cc2OC)cc1	-4.0%	nt	-0.6%	nt
N#Cc1ccc(CSc2nc(-c3cccs3)c3c(c2C(=O)O)CCCC3)cc1	1.2%	nt	-0.4%	nt
O=C(O)c1ccccc1NS(=O)(=O)c1ccccc1F	-3.2%	nt	-2.7%	nt
CCC(=O)N1CCN(CCN=Cc2c(O)n(C3CCCCC3)c(=O)n(C3CCCCC3)c2=O)CC1	-1.2%	nt	-2.2%	nt
O=S(=O)(Nc1ccc(Cl)cc1Cl)c1cc(Cl)ccc1Cl	0.1%	nt	-3.1%	nt
c1ccc(-n2ncc3c2ncn2c(CSc4nc5ccccc5s4)nnc32)cc1	-2.4%	nt	-1.6%	nt
COc1ccc(-c2cc(C(=O)N/N=C/c3ccc(OC)c(OC)c3)[nH]n2)cc1	-19.6%	nt	-5.7%	nt
Cc1ccc(S(=O)(=O)N(CC(=O)O)c2ccc(Cl)cc2)cc1	1.6%	nt	0.9%	nt
CC1CCCCN1CCCNC(=O)c1ccc(-n2c(=O)c(=O)[nH]c3ccccc32)cc1 (stereo unspecified)	-0.1%	nt	-3.4%	nt
Cc1ccccc1C(=O)Nc1nnc(S(=O)(=O)N2c3ccccc3CC2C)s1 (stereo unspecified)	nt	-18.1%[46 µM]	?	nt
Cc1ccc(C(=O)c2sc(Nc3ccccc3)c(S(=O)(=O)c3ccccc3)c2N)c(C)c1	nt	?	0.0%	nt
CCn1ccc2cc(S(=O)(=O)N3CCCN(C(=O)Nc4ccccc4C(F)(F)F)CC3)ccc21	nt	7.8%[46 µM]	-1.7%	nt
Cc1cccc(C)c1NC(=O)c1c(C)oc2c1C1=NCCN1C=N2	nt	?	0.0%	nt
COCCn1ccc2c(OCC(=O)Nc3cccc(C(F)(F)F)c3)cccc2c1=O	nt	-13.3%[46 µM]	-0.6%	nt
O=C(NCc1cccs1)c1ccc(CSc2nc3cccnc3n2Cc2ccccc2F)cc1	nt	?	-0.2%	nt
CCN(CC)c1ccc(NC(=O)CN2C(=O)c3cccnc3Oc3ccc(Cl)cc32)c(C)c1	nt	?	11.1%	nt
COc1cccc(C(=O)NCCc2csc(-c3cccc(F)c3)n2)c1OC	nt	-4.7%[46 µM]	0.8%	nt
CCc1ccc(Nc2cc(C(=O)NCCCN(C)c3ccccc3)c3ccccc3n2)cc1	nt	?	3.0%	nt
COc1ccc(CNC(=O)C2CCN(S(=O)(=O)c3cn(C)cn3)CC2)cc1	nt	7.5%[46 µM]	2.8%	nt
CSCCC(NS(=O)(=O)c1ccc2c(c1)oc(=O)n2C)C(=O)N1CCN(c2ccc(F)cc2)CC1 (stereo unspecified)	nt	3.5%[46 µM]	-1.1%	nt
CCOC(=O)c1[nH]c(C)c(CCC(=O)N2CCN(c3ccccc3)CC2)c1C	nt	-3.9%[46 µM]	-0.5%	nt
CCOc1ccc(CCNC(=O)C2CCC(CNS(=O)(=O)c3ccc(Cl)cc3)CC2)cc1OCC (stereo unspecified)	nt	12.3%[46 µM]	-1.1%	nt

(more compounds)
SMILES	KinaseGlo FLuc	Lamin A splicing	Epigenetic derep	IMPase Li cell
Cc1cc(C)c(NC(=O)CN2C(=O)c3cccnc3Sc3ccccc32)c(C)c1	nt	-3.7%[46 µM]	0.8%	nt
CCc1ccccc1NC(=O)Cn1nnc(C(=O)Nc2ccc(C)c(F)c2)c1N	nt	-8.1%[46 µM]	-1.3%	nt
CCCc1ccc(OC(=O)c2sc3ncn(Cc4cccc(F)c4)c(=O)c3c2C)cc1	nt	?	1.1%	nt
Cc1cc(C)c(NC(=O)CSc2nnc3[nH]c(=O)cc(C)n23)c(C)c1	nt	2.6%[46 µM]	-0.6%	nt
O=c1c2oc3ccccc3c2ncn1Cc1ccc(Br)cc1	nt	11.4%[46 µM]	1.4%	nt
COc1ccc(CNC(=O)c2ccc3c(c2)NC(=O)C(CS(=O)(=O)Cc2ccccc2Cl)N3)cc1 (stereo unspecified)	nt	-15.6%[46 µM]	4.9%	nt
COc1ccccc1CNC(=O)c1c2c(nc3ccccc13)C(=O)N(C1CCCCC1)C2	nt	?	0.0%	nt
O=C(CCSCc1cccc(F)c1)NCCc1ccccc1	nt	3.8%[46 µM]	-0.2%	nt
COc1ccc(Br)cc1CNC(=O)c1cnc2sc(N3CCCCCC3)nn2c1=O	nt	?	0.8%	nt
COc1ccc(CC(=O)Nc2ccc(-c3nc4ccccc4s3)cc2Cl)cc1OC	nt	7.2%[46 µM]	-1.3%	nt
COc1cc(Nc2nc(SCc3ccccc3Cl)nc3ccccc23)cc(OC)c1	nt	?	-1.3%	nt
COc1ccc(NC(=O)CSc2nnc(-c3nonc3NC(C)=O)n2-c2ccccc2)cc1	nt	1.8%[46 µM]	1.6%	nt
Cc1ccc(Nc2ncnc3c2nc2n3CCCC2)cc1F	nt	-13.3%[46 µM]	2.1%	nt
CCC(C)(C)NC(=O)C(NS(=O)(=O)c1cccs1)c1ccccc1 (stereo unspecified)	nt	10.7%[46 µM]	0.0%	nt
CC1CN(S(=O)(=O)c2ccc3c(c2)NC(=O)CC(=O)N3)c2ccccc2O1 (stereo unspecified)	nt	3.4%[46 µM]	-1.1%	nt
COc1ccc(OC)c(NC(=O)CSc2ccc(-c3sc(C)nc3C)nn2)c1	nt	-2.1%[46 µM]	0.0%	nt
Cc1c(Cl)cccc1NC(=O)N1CCOc2ccccc21	nt	19.8%[46 µM]	5.6%	nt
CCOc1ccc(CNC(=O)C2CCN(S(=O)(=O)c3c(C)noc3/C=C/c3ccc(C)cc3)CC2)cc1OC	nt	10.6%[46 µM]	0.0%	nt
Cc1cccc(C(=O)NCC(c2ccc3c(c2)OCO3)N2CCOCC2)c1 (stereo unspecified)	nt	?	0.0%	nt
COc1ccc(C)cc1NC(=O)Cc1ccc(NC(=O)N2CCCCc3ccccc32)cc1	nt	-6.7%[46 µM]	0.0%	nt
COc1cccc(CNC(=O)c2cc3ccc4cccnc4c3[nH]2)c1	nt	?	-2.9%	nt
COc1ccccc1CNC(=O)c1cnc2sc(N3CCCCCC3)nn2c1=O	nt	1.5%[46 µM]	0.8%	nt
Cc1nn(C(=O)c2c(F)cccc2F)c(C)c1S(=O)(=O)N1CCOCC1	nt	-9.0%[46 µM]	-1.7%	nt
O=C(COc1ccccc1[N+](=O)[O-])Nc1cccc(-c2nc3ccccc3s2)c1	nt	6.2%[46 µM]	-3.2%	nt
Cn1ccc2cc(S(=O)(=O)N3CCCC(C(=O)NCc4ccccc4)C3)ccc21 (stereo unspecified)	nt	-23.9%[46 µM]	1.7%	nt
Cc1ccc(C)c(NC(=O)C(=O)NCCc2csc(-c3ccc(C(F)(F)F)cc3)n2)c1	nt	17.2%[46 µM]	3.6%	nt
COc1ccc(NC(=O)CCc2nc3c(C)nn(-c4ccc(C)cc4)c3n(C)c2=O)cc1	nt	17.3%[46 µM]	10.2%	nt
